CHT PAM = allosteric activators of human choline transporter CHT. B-score at 10 µM. Q9GZV3. AID 488977. CHT-expressing cells, membrane potential dye, choline EC20; stronger effect = higher value; LV-AA mutant CHT in HEK293 cells. 310,000 compounds, 0.49% hits;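 active = initial fluorescence not abnormally high and integrated response B-score, plate-corrected, over 3 SD above library mean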
Target sequence (Q9GZV3 whole entry, looked up): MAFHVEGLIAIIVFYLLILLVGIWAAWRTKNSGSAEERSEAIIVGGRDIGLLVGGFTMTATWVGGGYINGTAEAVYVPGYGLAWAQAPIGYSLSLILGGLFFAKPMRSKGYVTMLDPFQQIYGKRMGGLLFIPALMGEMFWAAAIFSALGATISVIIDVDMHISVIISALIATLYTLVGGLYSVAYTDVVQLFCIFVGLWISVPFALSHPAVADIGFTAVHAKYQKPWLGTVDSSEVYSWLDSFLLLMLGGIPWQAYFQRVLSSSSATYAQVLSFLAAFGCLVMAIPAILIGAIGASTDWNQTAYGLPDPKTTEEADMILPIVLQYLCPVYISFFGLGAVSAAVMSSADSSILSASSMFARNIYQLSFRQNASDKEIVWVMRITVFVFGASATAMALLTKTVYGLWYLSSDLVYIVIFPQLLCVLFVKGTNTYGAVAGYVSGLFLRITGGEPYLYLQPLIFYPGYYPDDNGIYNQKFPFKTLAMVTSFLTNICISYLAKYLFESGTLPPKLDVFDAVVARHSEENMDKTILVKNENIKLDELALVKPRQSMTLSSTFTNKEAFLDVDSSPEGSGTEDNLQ
CHT inh = inhibitors of human choline transporter CHT; Q9GZV3; CHT-expressing cells, membrane potential dye, choline response; stronger effect = lower value; B-score at 10 µM; 310,000 compounds, 0.86% hits; AID 488975;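 active = B-score over 3 SD under the library average, and starting fluorescence ratio not unusually high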;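 note: choline stimulus applied at its EC90 after an EC20 pre-addition; B-score computed on integrated fluorescence ratio after choline addition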
Calls only; i = inactive.

Results follow in this order: CHT PAM	CHT inh
1: CCN1C(=O)/C(=C/N2CC(C)CC(C)C2)SC1=S (configuration not stated)
→ i	i
2: COCCCNC(=O)CNC(=S)N(Cc1ccccc1)Cc1cccnc1
→ i	i
3: Nc1nc2nonc2nc1N1CCCCC1
→ i	i
4: COc1ccc(NC(=O)COc2ccc(-c3nn(C)c(=O)c4ccccc34)cc2)cc1
→ i	i
5: COc1ccccc1NC(=O)CCNC(=O)Cn1ccc2ccccc2c1=O
→ i	i
6: COCCn1c(-c2ccccc2)cnc1SCC(=O)Nc1cccc2ccccc12
→ i	i
7: COc1ccc(N2CC(C(=O)NCCc3ccc(Cl)cc3)CC2=O)c(OC)c1 (configuration not stated)
→ i	i
8: COc1cc(/C=C(\C#N)C(=O)Nc2cccc(C(=O)O)c2)ccc1OCc1ccc(F)cc1
→ i	i
9: Cc1nc(C)c(C(=O)NNC(=O)Nc2ccc(Cl)cc2)s1
→ i	i
10: Cc1nnc(SCC(=O)Nc2ccc(Oc3ccccc3)cc2)n1N
→ i	i
11: Cc1cccn2c(=O)nc(SCC(=O)c3ccc(Cl)cc3)nc12
→ i	i
12: O=C(/C=C/c1ccccc1)n1cnnc1SC/C=C/c1ccccc1
→ i	i
13: CC(C)NC(=O)Cc1ccc(Br)cc1
→ i	i
14: O=C(NCc1cccs1)c1cc(-c2ccncc2)nc2ccc(Br)cc12
→ i	i
15: COc1ccc(-c2cc(=O)oc3cc(OCC(=O)N(C)C)ccc23)cc1
→ i	i
16: N#Cc1ccsc1NC(=O)CN1CCN(S(=O)(=O)c2ccccc2C(F)(F)F)CC1
→ i	i
17: CCC(C)NC(=O)CSc1n[nH]c(=O)n1CCc1ccccc1 (configuration not stated)
→ i	i
18: COc1ccccc1C(=O)N/C(=C\c1ccc2c(c1)OCO2)C(=O)NCCc1nc2ccccc2[nH]1
→ i	i
19: Cc1ccc(CNC(=O)CN2CCN(c3ccc(F)cc3)CC2)cc1
→ i	i
20: COc1ccc(C(=O)Nc2cccnc2)cc1OC
→ i	i

Among those listed so far, 7 contain four or more nitrogen atoms.
Results follow in this order: CHT PAM	CHT inh
2: COCCCNC(=O)CNC(=S)N(Cc1ccccc1)Cc1cccnc1
→ i	i
3: Nc1nc2nonc2nc1N1CCCCC1
→ i	i
9: Cc1nc(C)c(C(=O)NNC(=O)Nc2ccc(Cl)cc2)s1
→ i	i
10: Cc1nnc(SCC(=O)Nc2ccc(Oc3ccccc3)cc2)n1N
→ i	i
16: N#Cc1ccsc1NC(=O)CN1CCN(S(=O)(=O)c2ccccc2C(F)(F)F)CC1
→ i	i
17: CCC(C)NC(=O)CSc1n[nH]c(=O)n1CCc1ccccc1 (configuration not stated)
→ i	i
18: COc1ccccc1C(=O)N/C(=C\c1ccc2c(c1)OCO2)C(=O)NCCc1nc2ccccc2[nH]1
→ i	i

Next part.
Results follow in this order: CHT PAM	CHT inh
21: CN(C)c1ccc(C=NC(CO)C(O)c2ccc([N+](=O)[O-])cc2)cc1 (configuration not stated)
→ i	i
22: COc1ccc(Cc2nnc(NCCO)[nH]c2=O)cc1
→ i	i
23: CC(C)(C)N=C1NN=C(c2ccc(Cl)cc2)CS1
→ i	i
24: COC(=O)c1ccc(SCC(=O)NCc2ccccc2)c([N+](=O)[O-])c1
→ i	i
25: CC(=O)OC(C)C(=O)NS(=O)(=O)c1ccc(C)cc1 (configuration not stated)
→ i	i
26: Cc1nc2ccc(NC(=O)c3ccco3)cc2s1
→ i	i
27: O=C(NC1CCCCC1)C(c1ccccn1)N(C(=O)c1csnn1)C1CC1 (configuration not stated)
→ i	i
28: COc1cc(C(=O)OCC(=O)N2CC(C)OC(C)C2)cc(OC)c1OC (configuration not stated)
→ i	i
29: Cc1c(C(=O)NCc2nnc(-c3ccccc3)o2)oc2c(F)cccc12
→ i	i
30: Cc1ccccc1OCC(=O)N/N=C/c1cccc2cccnc12
→ i	i
31: CN(Cc1ccccc1)c1nnc(N)s1
→ i	i
32: COc1ccc(CCN2CN(S(=O)(=O)c3ccc(C)cc3)c3nc4ccccc4nc32)cc1OC
→ i	i
33: Cc1ccc(C)c(NC(=O)C2CC(=O)N(C3CCCCC3)C2)c1 (configuration not stated)
→ i	i
34: O=S(=O)(c1ccc(Cl)s1)N1CCCCC1
→ i	i
35: COc1ccc2c(c1)CCC1C2=NN(/C(C)=C/C(C)=O)C1c1cccc(F)c1 (configuration not stated)
→ i	i
36: [O-]C1=N/[N+](=C/c2ccc(Cl)cc2)CC1
→ i	i
37: Cc1ccc(N2C(=O)C(CN(C)C)C2c2ccccc2)cc1 (configuration not stated)
→ i	i
38: CC(=O)Nc1ccc(S(=O)(=O)N2CCN(c3cc(C)ccc3C)CC2)cc1
→ i	i
39: Cc1ccc(S(=O)(=O)N2CCC(=O)N(CCOCc3ccccc3C)CC2)cc1
→ i	i
40: CCOC(=O)N1CCN(S(=O)(=O)c2ccc(C(=O)N(CCCN(C)C)c3nc4c(F)cc(F)cc4s3)cc2)CC1
→ i	i
41: Cc1onc(-c2ccccc2Cl)c1C(=O)N1CCc2ccccc2C1
→ i	i
42: Cc1ccc(NC(=O)CCc2c(C)nn(-c3ccc(N4CCCCC4)nn3)c2C)cc1
→ i	i
43: O=C(COC(=O)c1cccnc1Cl)c1ccccc1
→ i	i
44: CCCCCC(=O)c1c(C)[nH]c(C(=O)OCC)c1C
→ i	i
45: C=CCc1cccc2cc(C(=O)NCc3ccc(C(=O)OCC)o3)c(=O)oc12
→ i	i
46: CCCn1c(SCCc2ccccc2)nc2c1c(=O)[nH]c(=O)n2C
→ i	i
47: Cn1c(SCc2nnc(-c3ccccc3Br)o2)nc2sc3c(c2c1=O)CCC3
→ i	i
48: COc1ccccc1C1/C(=C(/O)c2ccc(OC(C)C)cc2)C(=O)C(=O)N1c1cc(C)on1 (configuration not stated)
→ i	i
49: O=C(NC(=S)Nc1ccc2[nH]c(=O)[nH]c2c1)c1cncc(Br)c1
→ i	i
50: Cc1ccc(C(=O)N/C(=C/c2ccc(-c3cc(C(F)(F)F)ccc3Cl)o2)C(=O)NCc2cccnc2)cc1
→ i	i
51: OCCNc1cnc2ccccc2n1
→ i	i
52: COc1cc(NC(=O)CC(C)S(=O)(=O)c2ccc3c(c2)NC(=O)CO3)cc(OC)c1OC (configuration not stated)
→ i	i
53: CCOc1ccc(N(C(C)C(=O)Nc2cccnc2)S(C)(=O)=O)cc1 (configuration not stated)
→ i	i
54: COc1ccc(S(=O)(=O)NCC(=O)N(CC(=O)NCC2CCCO2)Cc2ccccc2)cc1 (configuration not stated)
→ i	i
55: CCN(CC)S(=O)(=O)c1ccc2c(c1)nc(SCC(=O)N1CCCCCC1)n2-c1ccc(OC)cc1
→ i	i
56: O=C1CC(N(CCc2ccccc2)C(=S)Nc2ccccc2)C(=O)N1c1ccc(Br)cc1 (configuration not stated)
→ i	i
57: CC(C(=O)NCc1ccccn1)N1C(=O)c2ccccc2C1=O (configuration not stated)
→ i	i
58: COc1cc([N+](=O)[O-])ccc1NC(=O)Nc1nc2c(s1)CCCC2
→ i	i
59: O=C(COC(=O)c1ccc([N+](=O)[O-])cc1)Nc1ccc(Cl)cn1
→ i	i
60: COC(=O)c1cc(Cl)c(NC(=O)c2ccc(F)cc2)cc1OC
→ i	i
61: COc1ccc(C(=O)c2c(C)oc3ccc(O)cc23)cc1
→ i	i
62: CN1C=CC=C/C1=C1\SC(=S)N(N)C1=O
→ i	i
63: CC1CCc2nn(CC(=O)NCc3ccc4c(c3)OCO4)cc2C1 (configuration not stated)
→ i	i
64: CCC1Oc2ccc(C)cc2N(CC(=O)NCCN2C(C)CCCC2C)C1=O (configuration not stated)
→ i	i
65: Cc1cccc(NC(=O)C2CC(=O)N/C(=N/N=C/c3ccco3)S2)c1 (configuration not stated)
→ i	i
66: Cc1cnnn1-c1cccc([N+](=O)[O-])c1
→ i	i
67: COc1ccc(NC(=O)CSc2nc3ccccc3nc2N2CCCC2)cc1Cl
→ i	i
68: CC1CCCCN1S(=O)(=O)c1ccc(C(=O)N(CCCN(C)C)c2nc3cc4c(cc3s2)OCO4)cc1 (configuration not stated)
→ i	i
69: Cc1ccccc1Cn1c(=O)sc2ccccc2c1=O
→ i	i
70: CC(C)C(=O)O/N=C(\N)c1ccc(Oc2ccc(Cl)cc2)c([N+](=O)[O-])c1
→ i	i
71: O=C(CSc1nc(-c2cccs2)cc(C(F)(F)F)n1)NCc1ccccc1
→ i	i
72: O=C(NNC(=S)Nc1ccccc1)c1ccc(O)cc1
→ i	i
73: CCc1ccc(S(=O)(=O)Nc2ccc(Br)cn2)cc1
→ i	i
74: CC1CCCN(Cc2nc3c(c(=O)n(C)c(=O)n3C)n2CCc2ccccc2)C1 (configuration not stated)
→ i	i
75: CCOc1cc(C2CC(=O)NC3=C2C(=O)C(C(=O)OC)C(C)C3)cc(Br)c1O (configuration not stated)
→ i	i
76: O=C1NC(=O)C(CC(=O)N(c2ccccc2)C2(C(=O)NC3CCCC3)CCCCC2)N1 (configuration not stated)
→ i	i
77: Cc1nc(SCC(=O)c2ccccc2)c([N+](=O)[O-])[nH]1
→ i	i
78: CSc1nc(N)nc(SCC(=O)c2ccc(C)cc2)c1C#N
→ i	i
79: COc1cccc(S(=O)(=O)Nc2ccc(C(=O)NCc3ccco3)cc2)c1
→ i	i
80: O=C(NCCc1ccccc1)c1cccc(N2CCCC2=O)c1
→ i	i

Molecules listed so far that have a cyano group:
Results follow in this order: CHT PAM	CHT inh
8: COc1cc(/C=C(\C#N)C(=O)Nc2cccc(C(=O)O)c2)ccc1OCc1ccc(F)cc1
→ i	i
16: N#Cc1ccsc1NC(=O)CN1CCN(S(=O)(=O)c2ccccc2C(F)(F)F)CC1
→ i	i
78: CSc1nc(N)nc(SCC(=O)c2ccc(C)cc2)c1C#N
→ i	i

Next part:
Results follow in this order: CHT PAM	CHT inh
81: CC(C)(O)C(=O)NNC(=S)Nc1ccc(F)c(Cl)c1
→ i	i
82: C=CCNC(=O)c1ccccc1CCc1ccccc1
→ i	i
83: CCOc1ccc(CCNC(=O)CCC(=O)Nc2ccc3nc(N4CCN(C)CC4)cc(C)c3c2)cc1OCC
→ i	i
84: C1=CC2CC1CC2CN1CCN(Cc2ccccc2)CC1 (configuration not stated)
→ i	i
85: CC(C)c1ccc(O)c(N)c1
→ i	i
86: CCOc1ccc(C(=O)c2cnc3ccccc3c2N2CCN(CC)CC2)cc1
→ i	i
87: O=C(COC(=O)c1ccc2c(c1)OCO2)NCc1ccc2c(c1)OCO2
→ i	i
88: N#C/C(=C\c1cccc(O)c1)c1nc2ccccc2o1
→ i	i
89: CCn1c(=O)c([N+](=O)[O-])c(Cl)c2ccccc21
→ i	i
90: COC(=O)c1ccc(NS(=O)(=O)c2cc3c4c(c2)CCC(=O)N4CCC3)cc1
→ i	i
91: COc1cccc(-c2nc(C(N)=O)c3[nH]c(=O)n(-c4ccccc4)c3n2)c1OC
→ i	i
92: Cc1ccc(-c2nnc(SCC(=O)N3CCCc4ccccc43)n2N)cc1
→ i	i
93: CCOC(=O)Cc1csc(NC(=O)C2C3C=CC(C3)C2C(=O)O)n1 (configuration not stated)
→ i	i
94: O=C(COC(=O)CNC(=O)c1cccc([N+](=O)[O-])c1)Nc1cccc(S(=O)(=O)N2CCCC2)c1
→ i	i
95: COc1cccc(NC(=O)C2CCN(S(=O)(=O)c3ccccc3)CC2)c1
→ i	i
96: S=C1N(c2ccccc2)C(c2ccccc2)N2CCCN12 (configuration not stated)
→ i	i
97: CSc1nc(N2CCN(C)CC2)c2c(c1C#N)CC(C)(C)OC2
→ i	i
98: O=C(NCC1(c2ccccc2)CCCC1)c1ccccc1
→ i	i
99: CCn1cc(C(=O)NCC2CCCO2)c(=O)c2cc(F)c(N3CCN(C)CC3)cc21 (configuration not stated)
→ i	i
100: O=C(C1CC1)N1CCc2[nH]c3ccccc3c2C1
→ i	i
101: COc1ccc(N2Cc3ccc(OC)c(OC)c3C2=O)cc1
→ i	i
102: COc1cc(/C=C/c2nc3ccccc3c(=O)[nH]2)cc(Cl)c1O
→ i	i
103: CCOC(=O)c1cc(-c2ccccc2)nn1CC1CC(c2cccnc2)=NO1 (configuration not stated)
→ i	i
104: CCN(CC)CCNC(=O)c1ccc(NC(=O)c2cn(-c3ccc(F)cc3)nc2-c2cccc(OC)c2)cc1
→ i	i
105: CCN(CC)S(=O)(=O)c1cccc(C(=O)NC(Cc2c[nH]c3ccccc23)c2nnc3n2CCC3)c1 (configuration not stated)
→ i	i
106: Cc1cc(=O)[nH]c(SCC(=O)NC(C)C2CC3CCC2C3)c1C#N (configuration not stated)
→ i	i
107: CN(C)S(=O)(=O)N1CCN(CC(=O)Nc2cc(Cl)ccc2Cl)CC1
→ i	i
108: COc1ccccc1C(=O)Nc1ccc2c(c1)nc1n2CCN(C2CCCCC2)C1
→ i	i
109: CCc1nnc(NC(=O)C2CC(=O)N(c3ccc(C)cc3)C2)s1 (configuration not stated)
→ i	i
110: CCOc1cc(/C=C(/NC(C)=O)C(=O)O)cc(Cl)c1OCc1cccc(Br)c1
→ i	i
111: NC(=O)c1c(NC(NC(=O)c2ccco2)(C(F)(F)F)C(F)(F)F)sc2c1CCCC2
→ i	i
112: O=C(N/N=C/c1cc(Br)c(O)c(Br)c1)C1CC1
→ i	i
113: O=C(CSc1ncc(-c2ccccc2)[nH]1)Nc1ccccc1F
→ i	i
114: C[C@H](c1ccccc1)n1nnc(COCc2ccccc2)c1C#CCOCc1ccccc1
→ i	i
115: COc1cc2oc3cc(C)oc(=O)c3c2cc1OC
→ i	i
116: CC(=O)c1ccc(NS(=O)(=O)c2ccc(C)cc2)cc1
→ i	i
117: COc1ccc(C(=O)NCCSCc2ccc(C)cc2)cc1
→ i	i
118: CC(C)c1ccc(S(=O)(=O)c2cc3cc(Br)ccc3oc2=O)cc1
→ i	i
119: O=C(Cc1ccccc1)Nc1ccc(NC(=O)c2ccccc2)c(Cl)c1
→ i	i
120: Cc1cc(NS(=O)(=O)c2ccccc2)c(C)c(Cl)c1O
→ i	i
121: O=C(C1CCCN(Cc2nc(-c3ccc(Cl)cc3)no2)C1)N1CCOCC1 (configuration not stated)
→ i	i
122: Cc1ccc(S(=O)(=O)N2CCOC2CNC(=O)C(=O)NCCN(C)C)cc1 (configuration not stated)
→ i	i
123: CC(C)n1nnnc1SCC(=O)N1CCN(C(=O)c2ccco2)CC1
→ i	i
